HIV peptide binding = inhibitors of HIV fusion peptide binding, primary screen, biochemical, uHTS, fluorescence dequenching (AID 1986). cell-free peptide binding, fluorescence dequenching, 30 min; higher % means a stronger effect. inhibition, % at 20 µM, or IC50 in µM where a hit was titrated. 290,000 compounds, 0.3% hits; in the data active = inhibition mostly above about 52%, no sharp cut-off; inactive = mostly below about 76%; note: some results filed as inactive read as strong as hits
GPR55 antagonists = GPR55 antagonists blocking LPI-driven arrestin recruitment, primary screen, imaging, U2OS, beta-arrestin-GFP, LPI agonist (AID 2013); 290,000 compounds, 0.13% hits; inhibition, % at 10 µM; hits with a dose series show IC50 in µM; U2OS GPR55 beta-arrestin-GFP translocation imaging, LPI antagonism; higher % means a stronger effect;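 active = spots per cell inhibited over 60%, with over 100 cells counted and total cytoplasm intensity under 500,000; inconclusive = wells with under 100 cells, flagged as likely toxic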;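 note: U2OS cells stably carrying GPR55 and arrestin-GFP stimulated by 5 µM LPI near EC80; imaged beta-arrestin-GFP aggregate spots per cell after agonist stimulation; plate controls were LPI-stimulated DMSO wells for no effect and DMSO wells without LPI for full effect; some results filed as inactive read as strong as hits; confirmed hits need IC50 under 10 µM and bright autofluorescent wells are also inconclusive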
UTI89 phage lysis = inhibition of K1F phage lysis, E. coli UTI89, bacterial capsule biogenesis inhibitors, alamar blue (AID 488966). E. coli UTI89 K1F phage lysis, alamar blue, 2 h; higher % means a stronger effect. inhibition, % at 100 µM, or IC50 in µM where a hit was titrated. 340,000 compounds, 0.02% hits;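 active = phage lysis inhibition, versus mean bacterial control, above a set limit; inconclusive = no clear call, values can overlap the other calls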;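 note: capsule biogenesis inhibitors block K1F phage lysis so surviving cells raise fluorescence; higher fluorescence means more inhibition of phage lysis; actives were called in the ten point dose series up to 300 µM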
GPR55 beta-arrestin = GPR55 agonists via beta-arrestin recruitment, primary screen, imaging, U2OS cells, beta-arrestin-GFP redistribution (AID 1961) | 290,000 compounds, 0.048% hits | G-protein coupled receptor 55 (Homo sapiens) | activation, % at 10 µM, or EC50 in µM where a hit was titrated | U2OS GPR55 beta-arrestin-GFP redistribution imaging; higher % means a stronger effect;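 active = activation above 40% with more than 50 cells counted in the well; inconclusive = wells holding fewer than 50 cells, flagged as toxic or sparse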;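 note: U2OS osteosarcoma cells stably expressing GPR55 and beta-arrestin-GFP; plate controls were DMSO negative control for no effect and LPI positive control for full effect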
AID2073 = inhibitors of Mint1-CaV2.2 protein interaction, biochemical, HTRF (AID 2073). Voltage-dependent N-type calcium channel subunit alpha-1B (Homo sapiens). HTRF protein-protein interaction, Mint1-CaV2.2; higher % means a stronger effect. inhibition, % at 20 µM; hits with a dose series show IC50 in µM. 290,000 compounds, 0.19% hits; in the data active = inhibition mostly above about 51%, no sharp cut-off; inconclusive = no clear call, values can overlap the other calls; inactive = mostly below about 53%; note: some results filed as inactive read as strong as hits
GPR35 antagonists = GPR35 antagonists blocking zaprinast-driven arrestin recruitment, primary screen, imaging, U2OS, beta-arrestin-GFP, zaprinast agonist (AID 2058); inhibition, % at 10 µM; hits with a dose series show IC50 in µM; 290,000 compounds, 0.052% hits; G-protein coupled receptor 35 (Homo sapiens); U2OS GPR35 beta-arrestin-GFP translocation imaging, zaprinast antagonism; higher % means a stronger effect;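 active = inhibition of at least 50% with at least 30 cells and total cytoplasm GFP at most 10,000,000; inconclusive = under 30 cells or total GFP of 10,000,000 plus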
NTR1 ag = agonists of NTR1, primary screen, imaging, U2OS cells, beta-arrestin-GFP, high content (AID 493036); Neurotensin receptor type 1 (Homo sapiens), P30989; NTR1-U2OS beta-arrestin-GFP spot imaging, agonist mode; activation, % at 20 µM; 330,000 compounds, 0.17% hits;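 active = activation at or above 40% of the spot to cytoplasm intensity ratio, with at least 20 cells analyzed; inconclusive = wells under 20 cells, flagged as cytotoxic or low count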;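 note: 0% = DMSO without peptide and 100% = 100 nM NTR1 peptide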
Target sequence (P30989 whole entry, looked up): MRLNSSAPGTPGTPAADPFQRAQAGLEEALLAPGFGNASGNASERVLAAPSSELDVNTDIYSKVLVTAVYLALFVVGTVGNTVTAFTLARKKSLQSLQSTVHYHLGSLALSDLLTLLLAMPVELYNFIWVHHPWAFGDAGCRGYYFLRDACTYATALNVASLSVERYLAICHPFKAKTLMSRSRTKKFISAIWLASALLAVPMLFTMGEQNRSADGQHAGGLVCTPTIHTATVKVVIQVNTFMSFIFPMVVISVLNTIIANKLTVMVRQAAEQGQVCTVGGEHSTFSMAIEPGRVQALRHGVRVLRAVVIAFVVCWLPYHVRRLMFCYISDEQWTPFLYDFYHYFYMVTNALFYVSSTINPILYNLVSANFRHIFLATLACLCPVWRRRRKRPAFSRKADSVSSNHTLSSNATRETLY
Dengue-2 NS5 capping = Dengue-2 NS5 methyltransferase inhibitors, primary screen, biochemical, confirmation dose response (AID 588689). Genome polyprotein (Dengue virus type 2 (strain 16681-PDK53)). Dengue-2 NS5 methyltransferase capping enzyme assay, biochemical; higher % means a stronger effect. inhibition, % at 25 µM; hits with a dose series show IC50 in µM. 340,000 compounds, 0.3% hits; in the data active = a potency from the dose series; inconclusive = inhibition above about 29% without an active follow-up result
Siah-1 displacement = Siah-1 peptide-binding antagonists, primary screen, biochemical, fluorescence polarization, rhodamine-plectin, uHTS (AID 1817); Siah-1 / rhodamine-plectin peptide fluorescence polarization; higher % means a stronger effect; one-dose displacement, % at 20 µM; IC50 in µM for titrated hits; 290,000 compounds, 0.02% hits;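 active = displacement of at least 50% at 20 µM, with a fluorescence ratio check between 0.3 and a set limit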;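 note: plate controls were Siah plus tracer with DMSO for no effect and tracer alone without Siah for full effect; strong numbers were not always called active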
NTR1 ag cell count 20 µM = second read-out of NTR1 ag, no call of its own (marks repeat the call); cell count; measured here: cell count, cytotoxicity flag
Dengue-2 NS5 capping pilot replicate = second read-out of Dengue-2 NS5 capping, no call of its own (marks repeat the call); inhibition, %; measured here: pilot screen replicate inhibition
An asterisk follows results filed as active; u = inconclusive; x = not tested or not shown; [ ] = another dose, or the depositor's remark.

SMILES	HIV peptide binding	GPR55 antagonists	UTI89 phage lysis	GPR55 beta-arrestin	AID2073	GPR35 antagonists	NTR1 ag	NTR1 ag cell count 20 µM	Dengue-2 NS5 capping	Siah-1 displacement	others
Cn1ncc2cc(NC(=S)NC(=O)c3ccccc3)ccc21	0.2%	2%	0.1%	0.2%	-20%	-1%	1.7	72	-3%	5%	Dengue-2 NS5 capping pilot replicate=-0.1
Cc1ccc(N(CC(=O)N/N=C/c2cccc(Br)c2)S(C)(=O)=O)cc1	-1.2%	4%	1.2%	-0.3%	1%	-10%	x	x	-4%	4%
COc1ccc(NC(=O)c2ccco2)cc1NC(=O)c1ccc(Br)o1	0.3%	-10%	4.5%	-0.1%	2%	-10%	-1.2	74	-3%	-2%
CCN(CC)S(=O)(=O)c1ccc(-c2nnc(SCC(=O)Nc3nc(C)cs3)o2)cc1	0.0%	-2%	4.4%	0.4%	0%	-3%	3.5	61	-3%	-1%
NC(=O)[C@H]1CC2(CC(c3cccc(NC(=O)CC(c4ccccc4)c4ccccc4)c3)=NO2)CN1C(=O)CC(c1ccccc1)c1ccccc1 (stereo partly specified)	15%	0%	2.1%	-0.2%	30%	6%	1.5	52	-5%	-3%
CSC1=NCCN1CCOc1ccccc1	-1.0%	8%	x	0.0%	-11%	3%	0.5	42	x	11%
Cn1c(Cn2c(=O)sc3ccccc32)nnc1SCC(=O)Nc1ccc(Cl)cc1	-0.7%	4%	1.8%	-0.1%	8%	4%	6.1	54	7%	17%
COc1ccccc1C1CC(=O)n2c(nc(-c3ccccc3)c2-c2ccccc2)S1 (stereo unspecified)	1.4%	17%	3.0%	0.2%	-1%	5%	1.6	46	-6%	-3%
Nc1c(C(=O)OCC(=O)NCc2ccccc2)[nH]c(=O)[nH]c1=O	-1.5%	-9%	1.7%[50 µM]	0.9%	-9%	6%	0.2	51	-4%	-3%
CCCc1cc(=O)[nH]c(SCC)n1	3.8%	20%	-3.8%	-0.3%	31%	-2%	0.9	59	-9%	3%
CC(=O)N1N=C(c2ccco2)CC1c1cc2cc(C)ccc2nc1Cl (stereo unspecified)	1.9%	11%	x	0.6%	26%	21%	1.5	51	x	-2%
CC(NC(=O)c1ccncc1)C(c1cccs1)N1CCOCC1 (stereo unspecified)	3.8%	-1%	0.3%	-0.3%	-5%	-14%	-0.7	49	2%	0%
Nc1ccc(-c2nc3c(Cl)c(N)ccc3[nH]2)cc1	-0.7%	11%	0.5%	-0.1%	1.9µM*	4%	0.8	78	-6%	0%
Cc1ccc(N=Nc2c(O)[nH]c3ccc(F)cc23)cc1	111%*	14%	-0.4%	0.6%	5%	1%	8.5	32	-16%	-7%
S=C(Nc1ccc2c(c1)OCO2)N1CCN(Cc2ccco2)CC1	-2.2%	3%	1.2%	-0.2%	-18%	0%	-1.1	40	-2%	9%
Cc1cc(C)c(S(C)(=O)=O)c(Oc2ccc(C(C)(C)C)cc2)n1	-1.7%	5%	-0.9%	0.2%	4%	4%	2.3	37	-3%	-4%
c1cnn(Cc2cnc(N3CCOCC3)s2)c1	0.0%	1%	0.3%	-0.1%	22%	-13%	2.9	30	5%	-2%
Cc1ccc(-n2nnnc2SCc2nnc(-c3ccccc3Br)o2)c(C)c1	-0.5%	1%	-0.1%	-0.3%	-2%	1%	2.2	30	0%	-1%
O=C(NCCCN1CCC(Cc2ccccc2)CC1)C1CCN(S(=O)(=O)N2CCOCC2)CC1	0.8%	15%	1.1%	0.0%	37%	3%	x	x	5%	1%
CC(=O)c1ccc(N2CCN(c3ccc(S(=O)(=O)N4CCN(C)CC4)cn3)CC2)cc1	-0.3%	3%	1.1%	-0.1%	0%	-7%	0.7	36	3%	2%
COc1ccccc1N(CCC#N)C(=O)CSc1nc(-c2ccccc2)cn1N	-0.7%	-7%	-0.1%	-0.6%	7%	1%	-1.3	79	2%	1%
COc1cc(NC(=O)CN(C)CCOc2ccccc2)c(C)cc1[N+](=O)[O-]	-2.3%	24%	-0.2%	-0.2%	6%	-5%	-0.5	92	-1%	-2%
O=C(NC(=S)N1CCCCCC1)c1ccc(Cl)cc1Cl	0.4%	12%	x	0.3%	-2%	10%	-0.3	44	x	9%
CCCCn1ccnc1C(=O)c1ccc(S(=O)(=O)N2CCCC2)cc1	0.0%	-2%	-0.3%	-0.2%	-10%	9%	-1.2	54	-7%	7%
O=C(O)c1ccc(CN2C(=O)c3cccc4c([N+](=O)[O-])ccc(c34)C2=O)cc1	8.8%	11%	0.0%	-0.1%	-5%	-6%	x	x	19%	2%

Reprinted at random: 2 records from the list
SMILES	HIV peptide binding	GPR55 antagonists	UTI89 phage lysis	GPR55 beta-arrestin	AID2073	GPR35 antagonists	NTR1 ag	NTR1 ag cell count 20 µM	Dengue-2 NS5 capping	Siah-1 displacement	others
CCCc1cc(=O)[nH]c(SCC)n1	3.8%	20%	-3.8%	-0.3%	31%	-2%	0.9	59	-9%	3%
COc1cc(NC(=O)CN(C)CCOc2ccccc2)c(C)cc1[N+](=O)[O-]	-2.3%	24%	-0.2%	-0.2%	6%	-5%	-0.5	92	-1%	-2%

Going on with the list.
SMILES	HIV peptide binding	GPR55 antagonists	UTI89 phage lysis	GPR55 beta-arrestin	AID2073	GPR35 antagonists	NTR1 ag	NTR1 ag cell count 20 µM	Dengue-2 NS5 capping	Siah-1 displacement	others
O=C(N/N=C/c1c(Cl)cccc1Cl)c1ccc(F)cc1	-2.6%	10%	5.3%	-0.1%	1%	-8%	2.6	70	-4%	3%
O=C(O)COc1c(Cl)cc(/C=C2/NC(=O)NC2=O)cc1Br	3.5%	8%	-0.1%	-0.4%	-5%	-2%	-0.1	45	-2%	-6%
CCCCC(=O)Nc1ccc(C(=O)Nc2ccc(S(=O)(=O)Nc3ccc(C)cc3)cc2)cc1	2.9%	8%	1.6%[50 µM]	0.2%	u	-3%	6.9	42	4%	1%
Cc1ccc(SC2=C(C(=O)O)CCCC2)cc1	0.3%	4%	0.0%	-0.2%	-4%	-9%	-0.5	51	-1%	0%
COc1ccc(C(=O)CSc2nnc(CNc3ccc(C)cc3C)n2Cc2ccco2)cc1	0.2%	-2%	-0.1%	-1.0%	25%	11%	9.2	78	-8%	-2%
CCc1nc(Nc2ccccc2F)c2oc3ccccc3c2n1	1.4%	-11%	0.2%	-0.1%	7%	4%	5.2	80	-1%	1%
CC1=C(C)CC(C(=O)NCCCN2CCCC2=O)C(C(=O)O)C1 (stereo unspecified)	-0.1%	10%	0.1%	0.0%	-3%	6%	-0.1	66	-8%	1%
COC(=O)c1onc(-c2c(OC)cc(OC)cc2OC)c1C(=O)OC	-0.1%	7%	1.4%[50 µM]	0.8%	2%	-3%	-0.8	69	3%	-1%
COc1ccc(N2CCN(C(=O)CCc3ccc(S(=O)(=O)NC(C)C)cc3)CC2)cc1	-2.1%	5%	1.4%	0.0%	4%	19%	-0.1	52	-5%	1%
COc1cccc(CC(=O)Nc2ncc(C)s2)c1	-0.6%	5%	0.2%	-0.3%	7%	4%	0.2	56	-3%	2%
COc1cc(S(=O)(=O)NC2CCCC2)ccc1F	-2.5%	-4%	6.5%	-0.1%	u	4%	-0.7	61	-4%	-2%
COC(=O)c1c(NC(=O)C2CCCO2)sc2c1CCC2 (stereo unspecified)	-0.4%	-7%	-0.2%	-0.1%	-9%	2%	3.1	42	1%	-1%
O=C(Nc1ccc(N2CCOCC2)cc1)C1CCN(S(=O)(=O)c2ccc3c(c2)OCCO3)CC1	-1.3%	2%	-0.1%	0.0%	6%	4%	1.5	57	-4%	0%
N#CCc1nn(-c2ccc(F)cc2)c(N)c1C#N	-1.7%	-3%	0.2%	-0.2%	16%	-4%	0.1	45	-8%	10%
COc1ccc(NC(=O)CSc2ccc3ccccc3c2)cc1S(=O)(=O)N1CCCCC1	-1.0%	-6%	5.9%	1.4%	32%	-7%	-0.5	93	-7%	-10%
O=C(COC(=O)Cn1cnc2ccccc21)Nc1ccc2c(c1)OCCO2	1.9%	4%	0.2%	-0.2%	-1%	1%	0.3	63	x	16%
O=C(CCCSc1nc2ccccc2[nH]1)NCc1ccco1	0.3%	13%	0.3%	0.0%	-7%	-2%	-1.2	84	-7%	4%
C=CCN(CC(=O)O)S(=O)(=O)c1ccccc1C(F)(F)F	2.6%	4%	0.4%	0.1%	13%	16%	1.3	43	-1%	4%
S=c1[nH]nc(COc2cccc3ccccc23)n1Cc1ccccc1	-0.8%	-3%	-0.5%	0.0%	-8%	6%	0.7	56	-15%	0%
C(=C\c1nc(-c2cccnc2)no1)/c1ccccc1	-0.7%	-2%	0.6%	-0.1%	6%	-1%	1.3	49	-4%	1%

Of the compounds above, these have fluorine:
SMILES	HIV peptide binding	GPR55 antagonists	UTI89 phage lysis	GPR55 beta-arrestin	AID2073	GPR35 antagonists	NTR1 ag	NTR1 ag cell count 20 µM	Dengue-2 NS5 capping	Siah-1 displacement	others
Cc1ccc(N=Nc2c(O)[nH]c3ccc(F)cc23)cc1	111%*	14%	-0.4%	0.6%	5%	1%	8.5	32	-16%	-7%
O=C(N/N=C/c1c(Cl)cccc1Cl)c1ccc(F)cc1	-2.6%	10%	5.3%	-0.1%	1%	-8%	2.6	70	-4%	3%
CCc1nc(Nc2ccccc2F)c2oc3ccccc3c2n1	1.4%	-11%	0.2%	-0.1%	7%	4%	5.2	80	-1%	1%
COc1cc(S(=O)(=O)NC2CCCC2)ccc1F	-2.5%	-4%	6.5%	-0.1%	u	4%	-0.7	61	-4%	-2%
N#CCc1nn(-c2ccc(F)cc2)c(N)c1C#N	-1.7%	-3%	0.2%	-0.2%	16%	-4%	0.1	45	-8%	10%
C=CCN(CC(=O)O)S(=O)(=O)c1ccccc1C(F)(F)F	2.6%	4%	0.4%	0.1%	13%	16%	1.3	43	-1%	4%
